NR3A LBD binder = modulates the human NR3A ligand-binding domain; 2.5% of 340,000 active; NR3A LBD differential scanning fluorimetry, Tm shift; 0% = protein alone, 100% = glycine-bound protein; Tm shift relative to glycine control, % at 25 µM;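 active means melting temperature shift of at least 10% of the positive control shift, at one fixed dose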
SENP1 inh = blocks the human SENP1 SUMO protease catalytic domain | 0.21% of 360,000 active | inhibition, % at 10 µM | recombinant SENP1 catalytic domain, CyPet-SUMO1-YPet FRET cleavage | Q9P0U3 | AID 624204;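 active means inhibition at least 30% at 10 µM, raw YFP signal under a set limit, fluorescence ratio 0.5 to 1.5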;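 further: 0% = enzyme with DMSO and 100% = no enzyme wells; some results filed as inactive read as strong as hits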
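Compound: 10 µM single point, 0.5% DMSO; Test system: hSENP1 catalytic domain, recombinant; Timing: 50 min reaction at room temperature; Technique: FRET, CFP and YFP emission; Control set: no-enzyme wells low, DMSO-plus-enzyme wells high control.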
hIAP activ = increases human intestinal alkaline phosphatase activity. 0.16% of 330,000 active. activation factor at 10 µM. AID 2524. purified human IAP, CDP-Star luminescence, 30 min; hits give high values; 1 = vehicle-only enzyme, 0 = enzyme-free background. P09923;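 active means activation factor of the enzyme at least 2-fold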; further: the source names both 10 and 20 µM as test concentration; values of inactives mirror those of a sister screen read the other way
Target sequence (P09923 whole entry, looked up): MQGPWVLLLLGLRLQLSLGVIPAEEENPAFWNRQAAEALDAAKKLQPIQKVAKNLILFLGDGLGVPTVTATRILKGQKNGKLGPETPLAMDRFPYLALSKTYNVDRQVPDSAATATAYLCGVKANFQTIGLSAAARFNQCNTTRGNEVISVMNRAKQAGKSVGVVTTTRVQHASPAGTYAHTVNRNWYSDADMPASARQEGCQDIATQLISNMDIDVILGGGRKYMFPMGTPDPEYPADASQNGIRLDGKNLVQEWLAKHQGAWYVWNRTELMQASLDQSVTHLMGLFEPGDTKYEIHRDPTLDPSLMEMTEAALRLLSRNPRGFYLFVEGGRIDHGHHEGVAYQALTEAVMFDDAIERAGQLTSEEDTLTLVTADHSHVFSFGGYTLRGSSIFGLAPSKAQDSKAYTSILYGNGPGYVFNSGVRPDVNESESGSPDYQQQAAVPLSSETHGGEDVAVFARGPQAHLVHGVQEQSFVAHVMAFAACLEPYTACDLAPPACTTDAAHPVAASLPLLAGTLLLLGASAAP
PfGluPho inh = PfG6PD (Plasmodium falciparum) enzyme inhibition. inhibition, % at 20 µM. AID 504690. PfGluPho enzyme, NADPH resazurin-diaphorase fluorescence. 0.78% of 350,000 active;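 active means inhibition reaching at least a set limit at 20 µM in the primary screen, cut at about 59% in these data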;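 further: 0% = DMSO wells with substrate and 100% = DMSO wells lacking glucose-6-phosphate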
SENP8 inh = blocks human SENP8 cleavage of Nedd8 substrate. Q96LD8. recombinant SENP8, Nedd8 substrate fluorescence. inhibition, % at 20 µM. 0.64% of 360,000 active. AID 602440; in the data active means inhibition mostly above about 40%, no sharp cut-off; inactive means mostly below about 27%
SENP6 inh = SENP6 protease inhibition; Q9GZR1; Recombinant SENP6 catalytic domain, aminoluciferin luminescence; inhibition, % at 10 µM; 1.8% of 330,000 active;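 active means inhibition above about 50% at the single tested dose, limit read from the data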;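 further: plate controls were DMSO wells with enzyme for no effect and DMSO wells lacking enzyme for full effect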
Target sequence (Q9GZR1 628-1112 limits assumed): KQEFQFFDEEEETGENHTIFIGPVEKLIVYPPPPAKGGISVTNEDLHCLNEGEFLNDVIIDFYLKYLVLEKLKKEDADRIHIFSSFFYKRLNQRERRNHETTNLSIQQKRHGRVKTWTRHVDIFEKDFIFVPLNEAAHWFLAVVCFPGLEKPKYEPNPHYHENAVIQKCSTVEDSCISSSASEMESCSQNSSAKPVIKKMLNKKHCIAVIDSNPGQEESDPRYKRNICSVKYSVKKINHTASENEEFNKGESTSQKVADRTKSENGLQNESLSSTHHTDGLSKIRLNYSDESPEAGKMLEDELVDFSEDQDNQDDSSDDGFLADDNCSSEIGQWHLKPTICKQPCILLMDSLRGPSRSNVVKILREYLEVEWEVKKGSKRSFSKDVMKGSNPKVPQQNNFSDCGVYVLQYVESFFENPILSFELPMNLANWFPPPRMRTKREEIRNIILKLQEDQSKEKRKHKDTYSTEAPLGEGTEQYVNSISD
MPTP block = permeability transition pore inhibition | isolated mouse mitochondria, Ca2+ swelling absorbance, 30 min | inhibition, % at 10 µM | 1.4% of 360,000 active | AID 602449;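 active means inhibition of 50% or more, scaled per plate between neutral and stimulator controls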;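 further: 0% = DMSO wells given calcium and 100% = 1 mM EGTA wells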
ATG4B inh = ATG4B (human) cysteine protease inhibition; Q9Y4P1; ATG4B cleavage of LC3-PLA2, NBD-HPC fluorescence, 1 h; inhibition, % at 8.33 µM; 0.51% of 340,000 active; AID 504462; in the data active means inhibition above about 40%
Starred values were filed as active, the others as inactive.

CC1([N+](=O)[O-])COC(C=Cc2ccccc2)OC1 (configuration not stated) was read as NR3A LBD binder -1, SENP1 inh 2, PfGluPho inh 6, SENP8 inh 19, MPTP block 0.3 and ATG4B inh -3.
Screening NNC(=O)COc1cccc(Oc2ccccc2)c1 returned NR3A LBD binder -1, SENP1 inh 1, hIAP activ 1.3, PfGluPho inh -4, SENP8 inh 8, SENP6 inh -16, MPTP block 0.9 and ATG4B inh -6.
COc1cc(/C=N/NC(=O)CCN2CCN(c3ccccc3)CC2)cc(OC)c1OC was read as NR3A LBD binder -5, SENP1 inh 1, hIAP activ 1.8, PfGluPho inh 14, SENP8 inh -10, SENP6 inh -3, MPTP block 0.7 and ATG4B inh -7.
Cc1ccc(O)c(NC(=S)NC(=O)C(C)C)c1 was read as NR3A LBD binder 0, SENP1 inh -1, hIAP activ 1.1, PfGluPho inh -10, SENP8 inh 11, SENP6 inh -1, MPTP block 1.0 and ATG4B inh -1.
For CCCCC(c1nnnn1C(C)C)N1CCN(C(=O)c2ccco2)CC1 (configuration not stated) the results were NR3A LBD binder 1, SENP1 inh 0, hIAP activ 1.1, PfGluPho inh 1, SENP8 inh 10, SENP6 inh -18, MPTP block -1.9 and ATG4B inh 4.
Screening C=CC[n+]1c(C)csc1Nc1ccc(C)cc1 returned NR3A LBD binder 0, SENP1 inh 1, hIAP activ 1.1, PfGluPho inh -12, SENP8 inh 17, SENP6 inh -3, MPTP block 1.5 and ATG4B inh 2.
Screening CCc1sc(C(=O)N(CCOC)c2c(N)n(Cc3ccccc3)c(=O)[nH]c2=O)cc1C returned SENP1 inh -4, PfGluPho inh 4, SENP8 inh -52 and MPTP block -1.1.
For O=c1[nH]c(Cc2ccccc2)nc2scc(-c3ccccc3)c12 the results were NR3A LBD binder 2, SENP1 inh -1, hIAP activ 1.2, PfGluPho inh -6, SENP8 inh 5, SENP6 inh -9, MPTP block -1.6 and ATG4B inh -2.
`Cn1ncc2c(Sc3ccc(Cl)cc3)ncnc21` gave NR3A LBD binder 1, SENP1 inh 2, hIAP activ 0.78, PfGluPho inh -14, SENP8 inh 9, SENP6 inh 9, MPTP block 0.6 and ATG4B inh 9.
For O=C(CSc1nc2ccccc2c(=O)n1-c1ccccc1)N/N=C/C=C/c1ccccc1[N+](=O)[O-] the results were NR3A LBD binder -1, SENP1 inh 1, hIAP activ 0.95, PfGluPho inh -3, SENP8 inh 16, SENP6 inh 8, MPTP block 0.1 and ATG4B inh 22.
CC(=O)OCC(=O)Nc1ccccc1C was read as NR3A LBD binder -2, SENP1 inh 0, hIAP activ 0.98, PfGluPho inh 17, SENP8 inh 2, SENP6 inh -20, MPTP block 0.8 and ATG4B inh -3.
`Cc1cccc(-c2cc3nc(C)cc(C)n3n2)c1` gave NR3A LBD binder -2, SENP1 inh 4, hIAP activ 1, PfGluPho inh 15, SENP8 inh -315, SENP6 inh -3, MPTP block -0.8 and ATG4B inh -2.
Screening CC(=O)N1c2ccc(Cl)cc2C2OCCC2C1c1ccco1 (configuration not stated) returned NR3A LBD binder 1, SENP1 inh 2, hIAP activ 1.4, PfGluPho inh 11, SENP8 inh 5, SENP6 inh -21, MPTP block 2.2 and ATG4B inh -13.
`CC1=NN(/C(=N\c2nnc(C)s2)Nc2ccc(C(C)(C)C)cc2)[C@H](c2ccc(C)cc2)S1` gave NR3A LBD binder -1, SENP1 inh 3, hIAP activ 1.1, PfGluPho inh 25, SENP8 inh 22, SENP6 inh 7, MPTP block 0.6 and ATG4B inh -6.
`Cc1ccc(NCC(=O)N/N=C\c2ccc[nH]2)cc1` gave NR3A LBD binder -6, SENP1 inh 1, hIAP activ 0.79, PfGluPho inh 19, SENP8 inh 36, SENP6 inh 1, MPTP block 0.5 and ATG4B inh -4.
For COc1ccc(N(CC(=O)NCCC(C)C)C(=O)c2snc(C(=O)NC3CCCCC3)c2N)c(OC)c1 the results were NR3A LBD binder 3, SENP1 inh -6, hIAP activ 1, PfGluPho inh 14, SENP8 inh -146, SENP6 inh -7, MPTP block 1.6 and ATG4B inh 9.
Screening CCc1nccn1Cc1cc(C=O)ccc1OC returned NR3A LBD binder 0, SENP1 inh 0, hIAP activ 1, PfGluPho inh 3, SENP8 inh 8, SENP6 inh 6, MPTP block 1.2 and ATG4B inh -6.
`Cc1cc(C(=O)N/N=C/c2cccnc2)n[nH]1` gave NR3A LBD binder -1, SENP1 inh 3, hIAP activ 0.87, PfGluPho inh -14, SENP8 inh 21, SENP6 inh -1, MPTP block 1.0 and ATG4B inh 3.
Screening O=S(=O)(Nc1ccc2c(c1)nc1n2CCOC1)c1ccc(Cl)cc1 returned NR3A LBD binder 3, SENP1 inh 1, hIAP activ 1.1, PfGluPho inh 21, SENP8 inh 16, SENP6 inh -8, MPTP block 1.9 and ATG4B inh -4.
For O=C(CSc1nc2nccnc2c(=O)n1Cc1cccs1)Nc1ccccc1F the results were NR3A LBD binder 0, SENP1 inh -5, hIAP activ 0.92, PfGluPho inh 7, SENP8 inh -3, SENP6 inh -4, MPTP block -2.1 and ATG4B inh -13.
CCOC(=O)c1sc(NC(=O)CSc2ncccn2)c(C#N)c1C was read as NR3A LBD binder 0, SENP1 inh 1, PfGluPho inh -20, SENP8 inh -1, MPTP block 1.6 and ATG4B inh -6.
`COc1ccc(C(N)c2nccc3cc(OC)c(OC)cc23)cc1OC` (configuration not stated) gave NR3A LBD binder 0, SENP1 inh -43, hIAP activ 1.3, PfGluPho inh -3, SENP8 inh -83, SENP6 inh 75*, MPTP block -0.1 and ATG4B inh 5.
Cc1c(NC(=O)C(C)Sc2nccn2C)c(=O)n(-c2ccccc2)n1C (configuration not stated) was read as NR3A LBD binder 0, SENP1 inh 2, hIAP activ 1.3, PfGluPho inh -10, SENP8 inh 3, SENP6 inh -11, MPTP block -1.6 and ATG4B inh 1.
Screening COc1ccc(S(=O)(=O)Nc2ccc3c(c2)C(=O)N([C@H](C)CO)C[C@H](C)[C@@H](CN(C)C(=O)Nc2ccccc2)O3)cc1 returned NR3A LBD binder 8, SENP1 inh 0, hIAP activ 1.1, PfGluPho inh 0, SENP8 inh 9, SENP6 inh -5, MPTP block -1.6 and ATG4B inh -12.
`CCN1C(=O)c2ccc(C(=O)Nc3c(C)cc(C)cc3C)cc2C1=O` gave NR3A LBD binder -1, SENP1 inh 0, hIAP activ 1.2, PfGluPho inh 1, SENP8 inh 5, SENP6 inh -22, MPTP block -0.1 and ATG4B inh 3.
For Oc1ccc(CN2CCc3ccccc3C2)c2cccnc12 the results were NR3A LBD binder -3, SENP1 inh -2, hIAP activ 1.6, PfGluPho inh -15, SENP8 inh 20, SENP6 inh 6, MPTP block -0.5 and ATG4B inh 5.
Screening O=C(NCS(=O)(=O)c1ccccc1)c1ccccc1 returned NR3A LBD binder 0, SENP1 inh 2, hIAP activ 0.84, PfGluPho inh -14, SENP8 inh 32, SENP6 inh 1, MPTP block -1.1 and ATG4B inh 4.
Cc1ccc(O)c(-c2cc(C(=O)NCc3ccc4c(c3)OCO4)[nH]n2)c1 was read as NR3A LBD binder -18, SENP1 inh 1, hIAP activ 2.1*, PfGluPho inh -4, SENP8 inh 18, SENP6 inh -7, MPTP block 4.3 and ATG4B inh 0.
Screening CCN1CCN(S(=O)(=O)c2cccc([N+](=O)[O-])c2)CC1 returned NR3A LBD binder 1, SENP1 inh 0, hIAP activ 1.1, PfGluPho inh -6, SENP8 inh 31, SENP6 inh -12, MPTP block 6.7 and ATG4B inh -4.
`CC(C)(C)C(=O)COC(=O)c1ccc2c(c1)C(=O)N(Cc1ccco1)C2=O` gave NR3A LBD binder 1, SENP1 inh 1, hIAP activ 0.92, PfGluPho inh -7, SENP8 inh 17, SENP6 inh -11, MPTP block 1.2 and ATG4B inh 2.
`CCSCc1nnc(SCC(=O)Nc2nccs2)n1CC` gave NR3A LBD binder 2, SENP1 inh 0, hIAP activ 0.94, PfGluPho inh 3, SENP8 inh 2, SENP6 inh 2, MPTP block 3.1 and ATG4B inh -12.
COCCn1c(SCC(=O)NCc2ccco2)nnc1C(C)C was read as NR3A LBD binder -1, SENP1 inh -1, hIAP activ 0.98, PfGluPho inh -1, SENP8 inh 18, SENP6 inh -8, MPTP block -0.7 and ATG4B inh -3.
For CCCCc1cc(=O)oc2c(C)c(OCC(=O)NCC3CCC(C(=O)O)CC3)ccc12 (configuration not stated) the results were NR3A LBD binder -1, SENP1 inh 0, hIAP activ 0.89, PfGluPho inh -28, SENP8 inh -33, SENP6 inh 1, MPTP block -1.3 and ATG4B inh -15.
Screening COc1ccc(N2CC(C(=O)NNC(=O)c3ccc(Br)cc3)CC2=O)c(OC)c1 (configuration not stated) returned NR3A LBD binder 2, SENP1 inh 0, hIAP activ 1.2, PfGluPho inh 4, SENP8 inh 12, SENP6 inh -17, MPTP block 0.0 and ATG4B inh -16.
`O=C(Nc1ccccc1N1CCOCC1)C1CCCO1` (configuration not stated) gave NR3A LBD binder 0, SENP1 inh 0, hIAP activ 0.96, PfGluPho inh -3, SENP8 inh -2, SENP6 inh -4, MPTP block -2.9 and ATG4B inh -6.
`c1ccc(CCCNCCCn2cnc3c(OCc4ccccc4)ncnc32)cc1` gave NR3A LBD binder 1, SENP1 inh 0, PfGluPho inh 4, SENP8 inh 12, MPTP block -0.1 and ATG4B inh -7.
CC12COC3(C(=O)Nc4nccs4)CC1CCC32C (configuration not stated) was read as NR3A LBD binder 1, SENP1 inh 2, hIAP activ 1.1, PfGluPho inh 13, SENP8 inh 0, SENP6 inh -9, MPTP block 1.2 and ATG4B inh 9.
CC(=O)c1sc(NC(=O)C2(F)C(F)(F)C(F)(F)C(F)(F)C(F)(F)C2(F)F)nc1C was read as NR3A LBD binder 2, SENP1 inh -4, hIAP activ 0.96, PfGluPho inh -17, SENP8 inh 0, SENP6 inh -1, MPTP block 95* and ATG4B inh 6.
Screening C/C(=N\NS(=O)(=O)c1ccc(C)cc1)c1ccc(C)s1 returned NR3A LBD binder 3, SENP1 inh 4, hIAP activ 1.2, PfGluPho inh -9, SENP8 inh 32, SENP6 inh -1, MPTP block 0.7 and ATG4B inh -7.
COc1cccc(CN2CCN(C3CCN(c4cccc(C)c4C)CC3)CC2CCO)c1 (configuration not stated) was read as NR3A LBD binder -2, SENP1 inh -4, hIAP activ 0.96, PfGluPho inh 2, SENP8 inh 29, SENP6 inh -6, MPTP block 7.1 and ATG4B inh -12.
`CCNC(=S)NCc1ccc2c(c1)OCO2` gave NR3A LBD binder -3, SENP1 inh 0, hIAP activ 0.95, PfGluPho inh -4, SENP8 inh 10, SENP6 inh -6, MPTP block 0.4 and ATG4B inh 4.
For O=C(Nc1nc2ccc([N+](=O)[O-])cc2s1)c1ccncc1 the results were NR3A LBD binder 0, SENP1 inh -36, hIAP activ 1.1, PfGluPho inh 8, SENP8 inh -111, SENP6 inh 92*, MPTP block 68* and ATG4B inh -1.

Bioassay records deposited in PubChem by Sanford-Burnham Center for Chemical Genomics.
